Screening results (PubChem BioAssay)
p47phox inh: p47phox (human) inhibition | P14598 | p47phox/p22phox peptide binding, fluorescence polarization, 2 h | inhibition, % at 24.7 µM | hit rate 0.53% among 220,000 | AID 1274;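 active = inhibition above about 30%, limit read from the data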;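 note: 0% = p47phox with labelled peptide and 100% = labelled peptide alone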
EBV gp42 block: inhibitors of Epstein-Barr virus glycoprotein 42 | Q1HVG2 | Fluorescence polarization binding assay, mP read-out | inhibition, % (tested at 21.74 µM) | hit rate 0.42% among 220,000; in the data active = inhibition above about 50%
Target sequence (Q1HVG2 whole entry, looked up): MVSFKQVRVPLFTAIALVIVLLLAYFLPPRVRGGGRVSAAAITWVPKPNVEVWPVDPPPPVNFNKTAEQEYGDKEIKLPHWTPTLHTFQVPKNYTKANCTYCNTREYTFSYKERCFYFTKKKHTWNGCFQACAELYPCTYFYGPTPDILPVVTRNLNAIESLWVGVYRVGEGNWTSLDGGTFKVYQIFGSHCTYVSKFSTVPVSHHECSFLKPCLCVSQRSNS
Runt-SMMHC FRET: Runt domain-CBFb-SMMHC interaction inhibition; Cerulean-Runt/Venus-CBFb-SMMHC FRET ratio 530/480, 1 h; inhibition, % at 20 µM; Q01196+Q13951; hit rate 0.74% among 220,000;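 active = mean inhibition across duplicate retests at 20 µM reaching about 50%, limit read from the data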;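 note: 0% = DMSO wells and 100% = wells with excess untagged CBFb-SMMHC; inhibitors lower the FRET ratio by blocking Runt binding to CBFb-SMMHC; some results filed as inactive read as strong as hits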
Runt-CBFb FRET: Runt domain-CBFb interaction inhibition. Q01196+Q13951. Cerulean-Runt/Venus-CBFb FRET ratio 530/480, 1 h. inhibition, % at 20 µM. hit rate 0.46% among 220,000. AID 1496;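 active = inhibition over about 50% at 20 µM in the single-dose screen, limit read from the data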;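 note: 0% = DMSO wells and 100% = excess unlabeled CBFb competitor control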
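Measured by: fluorescence energy transfer, 422 nm excitation, 530/480 nm emission; Assay system: Cerulean-Runt domain; Medium: Tris pH 7.5 buffer with BSA; Measure: loss of energy transfer signal; Controls: 5 µM unlabeled CBFb as full-inhibition high control; Incubation: protein complex preformed 1 h, compound exposure 1 h, room temperature, dark.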
14-3-3 Bad PPI: disrupts binding of bovine 14-3-3 zeta to phospho-Bad peptide; inhibition, % at 21.7 µM; P63103; hit rate 0.71% among 220,000; TR-FRET 14-3-3zeta/Dy647-pBad peptide displacement, 1 h;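 active = inhibition above about 70%, limit read from the data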;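 note: 0% = full 14-3-3 plus peptide FRET controls and 100% = background without 14-3-3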
L929 necroptosis: blocks zVAD induced death of L929 cells. L929 zVAD necroptosis rescue, ATP luminescence, 24 h; with zVAD 60 µM. viability rescue, % at 10 µM. hit rate 0.38% among 220,000. AID 1377;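 active = activation, scaled between plate controls, above about 75%, limit read from the data; inactive = activation under that limit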;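 note: 0% = zVAD with DMSO and 100% = DMSO alone without zVAD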
Tb hexokinase: T. brucei hexokinase 1 inhibition | recombinant TbHK1, G6PDH-coupled NADH A340 | inhibition, % at 10 µM | hit rate 0.11% among 220,000 | AID 1430;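 active = inhibition of 50% or more in the single-dose primary screen; inactive = inhibition below 50%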
Mdm2 ligase inh: inhibitors of human Mdm2 E3 ubiquitin ligase; cell-based MDM2 ubiquitination luciferase reporter, 2 h; 0 = plate control, 100 = twice control, blank-subtracted; signal enhancement, % at 5 µM; AID 1230; Q00987; hit rate 0.11% among 210,000;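 active = signal enhancement of 30% or more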;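 note: luminescence tracks abundance of the self-degrading MDM2-luciferase fusion protein; higher signal means inhibition of MDM2 E3 ligase activity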
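Test system: mammalian cells stably expressing self-ubiquitinating, self-degrading MDM2 E3–luciferase fusion; Amount: 2000 cells in each well; Medium: DMEM; Schedule: 4 h settle plus 2 h compound, 37 °C; Technique: SteadyLite luciferase luminescence after 15 min room-temperature reagent incubation; Benchmarks: plate control and blank wells.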
Hck Nef HTS: human Hck-Nef kinase inhibition. P08631. Recombinant Hck-YEEI plus Nef, Z-Lyte FRET kinase assay. inhibition, % at 20 µM. hit rate 0.68% among 220,000;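 active = Hck-Nef kinase inhibition above about 50%, limit read from the data; inactive = inhibition below that limit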;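 note: 0% = DMSO with Hck plus Nef and 100% = Hck alone without Nef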
Target sequence (P08631 whole entry, looked up): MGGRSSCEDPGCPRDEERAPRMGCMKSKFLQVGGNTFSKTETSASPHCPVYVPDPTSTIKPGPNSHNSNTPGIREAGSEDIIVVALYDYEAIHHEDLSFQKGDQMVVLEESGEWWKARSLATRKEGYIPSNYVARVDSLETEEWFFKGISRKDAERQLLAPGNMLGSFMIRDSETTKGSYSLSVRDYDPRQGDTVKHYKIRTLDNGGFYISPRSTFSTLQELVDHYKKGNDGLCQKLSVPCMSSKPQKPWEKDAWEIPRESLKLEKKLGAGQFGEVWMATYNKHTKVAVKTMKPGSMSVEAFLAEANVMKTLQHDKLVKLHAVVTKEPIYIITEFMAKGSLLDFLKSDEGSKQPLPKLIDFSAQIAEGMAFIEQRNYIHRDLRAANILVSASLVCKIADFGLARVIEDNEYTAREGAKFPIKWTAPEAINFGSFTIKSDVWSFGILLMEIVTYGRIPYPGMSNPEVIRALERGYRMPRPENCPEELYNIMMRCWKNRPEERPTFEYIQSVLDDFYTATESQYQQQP
Active calls of the source: *; . = not tested or not shown; [ ] = another dose, or the depositor's remark.

SMILES	p47phox inh	EBV gp42 block	Runt-SMMHC FRET	Runt-CBFb FRET	14-3-3 Bad PPI	L929 necroptosis	Tb hexokinase	Mdm2 ligase inh	Hck Nef HTS
CC1=C(C(=O)N2CCOCC2)C(c2ccccc2F)NC(=O)N1 (configuration not stated)	-3	-19	-4	0	-2	2.8	-3	-8	17
COc1ccc(-c2ccc(C#N)c(SCC(=O)Nc3sc4c(c3C#N)CCC4)n2)cc1OC	34*	-51	-67	-44	92*[fluorescence artefact?]	0.6	-29	-6	-1
COc1c(Br)cc(Br)cc1C(=O)O	-8	-5	-3	1	3	0.8	-3	-19	-4
S=C(NCc1ccco1)Nc1cccc(Cl)c1Cl	-10	-6	1	3	-4	0.0	-3	-13	21
C/C(=C\C(=O)O)CC(=O)O	-2	-5	-2	3	4	0.2	3	-4	-1
Cc1ccc(NC(=O)c2cc(-c3ccco3)nc3ccccc23)cc1S(=O)(=O)N1CCOCC1	-4	-1	-25	-1	-11	77*	4	0	69*
COc1ccc2cc(C(c3nnnn3C3CCCC3)N3CCc4ccccc4C3)c(=O)[nH]c2c1 (configuration not stated)	-9	-16	10	4	-11[fluorescence artefact?]	-0.2	-24	3	4
Cc1cc(N2CCN(C)CC2)nc2ccc(NC(=S)N3CCOCC3)cc12	-6	-14	3	6	-21	6.4	-8	13	23
COC(=O)c1ccc(C2C(C(=O)Nc3ccc(C)cc3C)=C(C)Nc3ncnn32)cc1 (configuration not stated)	-2	-6	2	-5	4[fluorescence artefact?]	0.1	-7	-4	2
COc1ccc(OC)c(NC(=O)Cn2c(=O)oc3ccccc32)c1	-2	-8	-1	-2	1	0.7	4	-9	-8
CCOc1ccc(NC(=O)NC2CCOC(C)(C)C2)cc1 (configuration not stated)	-1	-9	-3	1	15	0.0	-7	0	1
COCCNC(=O)C(c1ccc(F)cc1)N(CCOC)C(=O)CCC(=O)Nc1nccs1 (configuration not stated)	4	-3	-1	1	6[fluorescence artefact?]	0.3	-1	-4	6
COc1cccc(OC)c1C(=O)Nc1cccc(-c2nc3ccccc3[nH]2)c1	-21	-4	5	1	-5	18	-2	-19	28
COc1ccc(CCNC(=O)c2cc(-c3ccccc3OC)on2)cc1OC	3	6	4	0	14	0.5	-2	2	-2
CN(c1ccccc1C(=O)NC1CC2CCC1C2)S(=O)(=O)c1ccccc1 (configuration not stated)	-18	4	-4	-2	-6[fluorescence artefact?]	0.8	24	3	2
Cn1c(CN2CCN(C(=O)c3ccccc3Cl)CC2)nc2cc([N+](=O)[O-])ccc21	7	-8	1	-4	6	0.0	-14	-13	3
O=C(CSc1nc2c(c(=O)n1-c1ccc(Cl)cc1)SCC2)N1CCCC1	-7	-16	-5	-2	.	4.2	-9	-11	2
CC1=C/C(=N\NC(=S)NCc2ccccc2)CC1	-20	-12	-1	1	-20	-1.5	4	.	5
CC(/C=N/NC(=O)Cc1cccn1C)=C\c1ccco1	-14	-17	0	4	-18[fluorescence artefact?]	0.6	-57	5	3
COC(=O)Cc1c(C)c2ccc(OCC(C)=O)c(C)c2oc1=O	-9	-28	-5	1	1[fluorescence artefact?]	2.0	-20	4	-9
CCO[C@H]1OC(C(=O)NCc2nc3ccccc3[nH]2)=C[C@@H](c2csc3ccccc23)[C@@H]1CCCO	.	0	-3	-3	-9	1.5	-19	.	7
COc1ccc(NC(=O)COC(=O)c2c(C)noc2C)c(OC)c1	-10	-7	-5	0	32	0.5	5	-2	0
CC(=O)OCCOc1nc(N(C)C)nc(N(C)C)n1	-41	-14	-1	-1	1	-0.5	36	-22	4
CCOCCCNC(=O)c1cccs1	-8	-1	-2	-2	-5	0.0	3	-26	1
CCOC(=O)N1CCN(C(=O)c2ccc3c(SCC(=O)O)c4c(nc3c2)CCCC4)CC1	9	-12	2	2	6	0.5	1	-19	18
Additional records follow:
SMILES	p47phox inh	EBV gp42 block	Runt-SMMHC FRET	Runt-CBFb FRET	14-3-3 Bad PPI	L929 necroptosis	Tb hexokinase	Mdm2 ligase inh	Hck Nef HTS
Cc1cc(Oc2ccc(=O)[nH]n2)nc(Cl)n1	-9	-8	-1	3	-12	1.0	-7	3	6
NC(=S)N/N=C/c1ccc(-c2cc(Cl)ccc2Cl)o1	-25	-2	1	16	-8	0.0	-25	-7	5
Cc1c(Cc2ccc3c(c2)OCO3)sc(NC(=O)c2ccccc2)c1C(N)=O	8	7	3	10	22	.	3	.	14
COCCCNc1c2c(nc3nnnn13)CCCC2	1	-29	0	0	-3	0.2	-1	-10	26
N#C/C(=C(/O)COC(=O)CCC1CCCCC1)c1nc2ccccc2[nH]1	-34	-17	5	-2	-21	16	-14	-16	2
O=C(COC(=O)c1ccc2[nH]c3c(c2c1)CCCC3)Nc1ccccc1Cl	-2	-20	5	22	-3	0.3	-1	2	11
COC(=O)c1[nH]c2ccc(F)cc2c1NC(=O)C1=COCCO1	-12	-11	3	3	-3	0.0	-13	9	0
COc1ccc(-c2cc(OC)c3c(C)oc(C)c3c(=O)c2)cc1OC	-1	-16	1	1	-4	0.0	-8	0	-1
O=C(Cn1nnc(-c2ccccc2)n1)NCc1ccccc1	-6	-8	6	0	-8	-0.2	1	-15	0
OC(CCN1CCCC1)(c1ccccc1)C1CCCCC1 (configuration not stated)	-8	-12	-1	-3	-2	0.8	-2	.	1
CCOc1ccccc1N1CCN(c2nc(N)c(C#N)c(CC#N)c2C#N)CC1	-53	0	-156	-164	-6[fluorescence artefact?]	-0.8	-18	-6	1
COc1ccc(Nc2nnc(-c3ccccc3)c3ccccc23)cc1C(=O)N1CCCCC1	-8	-10	-4	-8	9[fluorescence artefact?]	1.4	-15	-4	3
CN1C(C(=O)NCc2ccc(OC(F)(F)F)cc2)CC2Cn3c(nc4ccccc43)C21 (configuration not stated)	-11	-4	0	-1	-6	-0.3	-1	15	24
Cn1c(NC(=O)c2ccc(S(=O)(=O)N3CCOCC3)cc2)cc(=O)n(C)c1=O	-6	-3	0	-2	-4[fluorescence artefact?]	0.9	-6	-12	4
CC(=O)c1c(C)nc(C)nc1NC(=O)C(C)C	-6	-7	-5	1	7	0.4	1	-7	1
O=C(O)COc1ccccc1/C=N/Nc1ccc(S(=O)(=O)N2CCOCC2)cc1[N+](=O)[O-]	4	12	-6	-3	-5	1.8	-28	-15	25
N/C(=N\OC(=O)c1ccccc1Cl)c1cccnc1	2	-12	1	-1	0	0.9	4	-8	7
CCOC(=O)N1CCC(N(CCN(C)C)C(=S)Nc2cc(Cl)cc(Cl)c2)CC1	-11	3	-4	0	-11	0.8	-2	-8	-17
CCOc1ccccc1N1C(=O)CC(Sc2ncccc2C(=O)O)C1=O (configuration not stated)	-5	-27	4	4	8	0.7	-7	-4	-1
O=C(C1CCCN(Cc2ccccc2C(F)(F)F)C1)N1CCCCC1 (configuration not stated)	-11	-12	-5	.	26	-0.1	3	-1	1
Cc1nc(-c2ccccc2)sc1-c1ccnn1C	-8	-7	2	1	0	1.5	-14	-17	29
CCOc1ccc(-c2cc(C(=O)O)c3ccccc3n2)c(OCC)c1	-18	-18	-3	-1	40[fluorescence artefact?]	-0.4	-22	.	3
Nc1ccc(C(=O)OCC(=O)NC2CCCc3ccccc32)cc1[N+](=O)[O-] (configuration not stated)	-13	-24	-5	-7	29[fluorescence artefact?]	-0.3	2	-3	0
COc1ccc(S(=O)(=O)NCC(c2cccnc2)N2CCN(c3ccc(F)cc3)CC2)cc1C (configuration not stated)	-5	-6	-4	-2	-4	-1.2	-9	-2	7
COc1ccc(S(=O)(=O)Nc2cc(C)ccn2)cc1OC	-11	-14	-2	1	0[fluorescence artefact?]	-0.1	2	2	0
COCCSc1nnc(NC(=O)Cc2ccccc2OC)s1	-8	-18	1	-1	5[fluorescence artefact?]	-0.3	4	-14	0
CCOC(=O)C1(C)NC(c2ccco2)C2C(=O)N(CC)C(=O)C21 (configuration not stated)	3	-1	-1	-1	-3	15	-3	-8	17
COC(=O)c1c(NC(=O)CN2CCN(C(=O)c3ccco3)CC2)c2cc(C)ccc2n1C	-12	-24	-3	-1	2	0.2	-4	2	2
CC(=O)c1cc2c(cc1NS(=O)(=O)c1ccccc1)OCO2	-2	13	4	3	-7	0.3	-12	-7	0
CNc1nc(SC)nc2ccccc12	2	-4	-6	0	5	1.7	-14	-14	-7

A draw from above in order of number of heavy atoms, smallest number first.
SMILES	p47phox inh	EBV gp42 block	Runt-SMMHC FRET	Runt-CBFb FRET	14-3-3 Bad PPI	L929 necroptosis	Tb hexokinase	Mdm2 ligase inh	Hck Nef HTS
CC(=O)c1c(C)nc(C)nc1NC(=O)C(C)C	-6	-7	-5	1	7	0.4	1	-7	1
N/C(=N\OC(=O)c1ccccc1Cl)c1cccnc1	2	-12	1	-1	0	0.9	4	-8	7
O=C(C1CCCN(Cc2ccccc2C(F)(F)F)C1)N1CCCCC1 (configuration not stated)	-11	-12	-5	.	26	-0.1	3	-1	1
CN1C(C(=O)NCc2ccc(OC(F)(F)F)cc2)CC2Cn3c(nc4ccccc43)C21 (configuration not stated)	-11	-4	0	-1	-6	-0.3	-1	15	24
COc1ccc(S(=O)(=O)NCC(c2cccnc2)N2CCN(c3ccc(F)cc3)CC2)cc1C (configuration not stated)	-5	-6	-4	-2	-4	-1.2	-9	-2	7

Single records, from the list above. Values in the order: p47phox inh	EBV gp42 block	Runt-SMMHC FRET	Runt-CBFb FRET	14-3-3 Bad PPI	L929 necroptosis	Tb hexokinase	Mdm2 ligase inh	Hck Nef HTS
CCOc1ccc(-c2cc(C(=O)O)c3ccccc3n2)c(OCC)c1 is listed as -18	-18	-3	-1	40[fluorescence artefact?]	-0.4	-22	.	3
COCCSc1nnc(NC(=O)Cc2ccccc2OC)s1 is listed as -8	-18	1	-1	5[fluorescence artefact?]	-0.3	4	-14	0
